# mIAP block = inhibitors of mouse IAP, primary screen, biochemical, luminescence, uHTS | intestinal alkaline phosphatase [Mus musculus] | 0.2% of 330,000 active | purified mouse IAP, CDP-Star luminescence, 30 min | AID 2806, 2010 | inhibition, % at 10 µM;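 active means inhibition of at least 40% at 10 µM in the primary screen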;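 further: plate controls were DMSO with enzyme for no effect and no enzyme wells for full effect; values of inactives mirror those of a sister screen read the other way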
# mIAP act = activators of mouse IAP, primary screen, biochemical, luminescence, uHTS; muIAP, CDP-Star luminescence, 30 min; hits give high values; 1 = vehicle-only enzyme signal, 0 = enzyme-free wells; activation factor at 10 µM; 0.24% of 330,000 active; AID 2805, 2010;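 active means activation factor of at least 2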; further: the source names both 10 and 20 µM as test concentration; values of inactives mirror those of a sister screen read the other way
#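 System: mouse IAP enzyme. Reagent: CDP-Star chemiluminescent phosphatase substrate. Benchmarks: DMSO wells, no-enzyme wells. Times: 30 min enzyme-substrate-compound incubation at room temperature. Detection: luminescence from enzymatic CDP-Star hydrolysis. Doses: test compounds delivered from DMSO solution.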
# APOBEC3A inh = APOBEC3A ssDNA deaminase inhibitors, primary screen, selectivity assay for APOBEC3G inhibitor project, biochemical, FAM/TAMRA oligo cleavage fluorescence. 0.41% of 330,000 active. DNA dC->dU-editing enzyme APOBEC-3A (Homo sapiens), P31941. inhibition, % at 20 µM. recombinant A3A, FAM/TAMRA ssDNA deamination fluorescence;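 active means at least 40% inhibition at 20 µM here, with at most 30% in a related deaminase screen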;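 further: plate controls were A3A with DMSO for no effect and wells lacking A3A enzyme for full effect; some results filed as inactive read as strong as hits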
# A3G deaminase = APOBEC3G DNA deaminase inhibitors, primary screen, biochemical, fluorescence, single-stranded DNA substrate, uHTS | 0.28% of 330,000 active | recombinant A3G, ssDNA deamination FAM/TAMRA fluorescence | inhibition, % at 20 µM | DNA dC->dU-editing enzyme APOBEC-3G (Homo sapiens), Q9HC16;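 active means inhibition of at least 40% at 20 µM, with no more than 30% in the related APOBEC3A deaminase screen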;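 further: plate controls were DMSO wells with A3G for no effect and wells lacking A3G enzyme for full effect; some compounds called inactive have numbers as strong as hits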
# NR3A LBD binder = binders of NR3A ligand-binding domain, primary screen, biophysical, differential scanning fluorimetry, uHTS | NR3A LBD differential scanning fluorimetry, Tm shift; 0% = protein alone, 100% = glycine-bound protein | Tm shift relative to glycine control, % at 25 µM | Glutamate receptor ionotropic, NMDA 3A (GRIN3A) ligand-binding domain | 2.5% of 340,000 active | AID 1259313, 2017;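 active means melting temperature shift of at least 10% of the positive control shift, at one fixed dose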
# MPTP inh = mitochondrial permeability transition pore inhibitors, primary screen, biochemical, isolated mouse mitochondria, absorbance | Ca2+ swelling absorbance, 30 min | inhibition, % at 10 µM | 1.4% of 360,000 active | AID 602449, 2012;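 active means inhibition of 50% or more, scaled per plate between neutral and stimulator controls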;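 further: 0% = DMSO wells given calcium and 100% = 1 mM EGTA wells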
# hIAP inh = human IAP inhibitors, primary screen, biochemical, luminescence, uHTS | Intestinal-type alkaline phosphatase (Homo sapiens), P09923 | purified IAP, CDP-Star luminescence, 30 min | inhibition, % at 10 µM | 0.12% of 330,000 active | AID 2544, 2010;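 active means inhibition reaching a set limit with compound at 10 µM in the primary screen, cut at about 35% in these data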;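 further: plate controls were DMSO wells with enzyme for no effect and no-enzyme buffer wells for full effect; values of inactives mirror those of a sister screen read the other way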
# MIN6 prolif = inducers of MIN6 beta-cell proliferation, primary screen, ATP luminescence, uHTS; 0.29% of 330,000 active; MIN6 cells proliferation, ATPlite luminescence, 48 h; cells starved in 0.2% serum; 100% = growth in 10% serum; proliferation, % at 10 µM;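 active means compounds whose signal lies at least 3.5 SD above the mean of all wells on their plate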;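 further: 0% = DMSO-treated cells in low-serum medium and 100% = 10% serum control; some compounds called inactive have numbers as strong as hits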
# hIAP act = human IAP activators, primary screen, biochemical, luminescence, uHTS; activation factor at 10 µM; Intestinal-type alkaline phosphatase (Homo sapiens), P09923; 0.16% of 330,000 active; purified human IAP, CDP-Star luminescence, 30 min; hits give high values; 1 = vehicle-only enzyme, 0 = enzyme-free background;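 active means activation factor of the enzyme at least 2-fold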; further: the source names both 10 and 20 µM as test concentration; values of inactives mirror those of a sister screen read the other way
# * hit, by the source's call; · = not tested or not shown.
SMILES,mIAP block,mIAP act,APOBEC3A inh,A3G deaminase,NR3A LBD binder,MPTP inh,hIAP inh,MIN6 prolif,hIAP act
COc1cc(C2CC(=O)Oc3cc(OC)c(OC)c(OC)c32)cc(OC)c1OC (stereo unspecified),-2.2,1.02,-0.2,-0.7,-1.7,0.3,·,·,·
O=C(c1nn2cccnc2c1Cl)N1CCN(c2ccccc2)CC1,-8.8,1.09,-2.8,-7.8,5.9,-3.2,-7.3,-1.7,1.07
Cn1cc(SCC(N)=O)c2ccccc21,0.0,1,-4.3,-13.3,0.1,-1.6,3.8,-2.4,0.962
CCCn1c(SCC(=O)NCCc2ccc(OC)c(OC)c2)nc2c1c(=O)n(C)c(=O)n2C,2.9,0.971,-1.2,-5.0,1.6,-0.5,-10.6,-2.3,1.11
Cc1ccc(CNC(=O)c2ccc3c(c2)S(=O)(=O)c2ccccc2C3=O)cc1,8.6,0.914,-2.1,-5.2,-5.2,-1.6,11.5,0.9,0.885
CN1C(=O)/C(=C2/C=Cc3ccccc3N2CCCS(=O)(=O)O)SC1=S,34.8,0.652,7.4,8.4,0.7,11.1,-5.8,-1.7,1.06
Cn1nnc(NCc2cc(Br)ccc2OCc2ccccc2F)n1,1.8,0.982,-2.6,-6.9,-3.6,5.6,4.3,-1.1,0.957
[N-]=[N+]=NC[C@H](Cc1ccccc1)N1CC[C@@H](OCc2ccccc2)CCC1=O,0.9,0.991,1.6,-7.8,-3.9,-2.6,11.5,-1.3,0.885
CC(C)(C)c1nc(NCCN2CCOCC2)c2nnn(Cc3ccccc3Cl)c2n1,9.1,0.909,-1.1,-6.8,-8.4,28.0,17.1,-0.8,0.829
Cn1nnc2cc(C(=O)NC3CC3)ccc21,-10.8,1.11,4.0,3.6,-0.7,-0.2,18.0,-1.6,0.82
CC(NC(=O)CN(C)Cc1ccc(Br)cc1)c1ccccc1 (stereo unspecified),3.0,0.97,-2.9,-9.4,-2.7,0.5,-4.1,-0.3,1.04
CN(C)c1ccc(NC(=O)c2cn(-c3ccccc3)nc2-c2cccs2)cc1,-13.9,1.14,-0.5,-0.9,2.0,1.2,12.1,-3.5,0.879
CC(=O)N1CCOc2ccc(S(=O)(=O)N3CCC(C(=O)Nc4ccc(C)cc4)CC3)cc21,-17.3,1.17,-0.6,-4.6,0.0,-0.6,-36.5,-0.7,1.36
COc1ccc(S(=O)(=O)N2CCOCC2)cc1NC(=O)CCc1nc2ccccc2c(=O)[nH]1,7.8,0.922,4.8,-5.4,-1.2,0.2,0.2,-2.4,0.998
COc1ccccc1N1CCN(C(=O)C(=O)c2cn(CC(=O)N3CCOCC3)c3ccccc23)CC1,-14.2,1.14,-3.4,-4.6,1.4,0.3,-15.0,0.1,1.15
CC1CCCC(C)N1C(=O)COC(=O)CSc1ccc([N+](=O)[O-])cc1 (stereo unspecified),10.4,0.896,-3.8,-2.6,3.2,-1.3,10.5,-0.4,0.895
CCOC(=O)C(C(=O)OCC)C1OC(=O)c2cc3c(cc21)C(=O)OC3C(C(=O)OCC)C(=O)OCC (stereo unspecified),-5.3,1.05,1.4,-1.4,0.7,0.5,-14.5,-1.4,1.15
O=C(Nc1ccccc1F)N1CCc2ccccc2C1,-8.4,1.08,1.3,-7.1,0.6,1.9,2.2,-0.9,0.978
Cc1cc2c(ccc3c2no[n+]3[O-])nn1,-11.6,1.12,-0.2,9.1,0.1,-1.6,-1.2,-1.2,1.01
Cc1cccc(CCNS(=O)(=O)c2ccc3c(c2)oc(=O)n3C)c1,-8.4,1.08,0.8,-0.9,0.5,-0.5,-12.2,-1.6,1.12
COc1cccc2cc(C(=O)Nc3ccccc3C(=O)N3CCOCC3)oc12,-3.6,1.04,-6.6,-9.1,-2.3,0.2,10.3,-1.4,0.897
Cc1cccc2sc(N(CCCN(C)C)C(=O)CCS(=O)(=O)c3ccccc3)nc12,3.5,0.965,1.8,8.6,-1.4,0.2,-3.5,-3.8,1.03
O=C(Nc1ccc(N2CCN(C(=O)c3ccco3)CC2)cc1)c1ccccc1F,-1.4,1.01,0.4,-0.2,0.5,-0.6,-6.1,-0.7,1.06
CCOC(=O)C1CCN(C(=O)CCn2c(=O)c3cccn3c3cccnc32)CC1,3.1,0.969,-2.3,-4.7,1.2,-1.7,6.2,1.5,0.938

# 2 records picked at random from the list so far:
SMILES,mIAP block,mIAP act,APOBEC3A inh,A3G deaminase,NR3A LBD binder,MPTP inh,hIAP inh,MIN6 prolif,hIAP act
Cc1cccc(CCNS(=O)(=O)c2ccc3c(c2)oc(=O)n3C)c1,-8.4,1.08,0.8,-0.9,0.5,-0.5,-12.2,-1.6,1.12
CCOC(=O)C(C(=O)OCC)C1OC(=O)c2cc3c(cc21)C(=O)OC3C(C(=O)OCC)C(=O)OCC (stereo unspecified),-5.3,1.05,1.4,-1.4,0.7,0.5,-14.5,-1.4,1.15

# (further entries)
SMILES,mIAP block,mIAP act,APOBEC3A inh,A3G deaminase,NR3A LBD binder,MPTP inh,hIAP inh,MIN6 prolif,hIAP act
CCc1[nH]c(=S)c(C#N)c2c1CCCC2,-0.2,1,-3.8,-1.2,-1.7,-0.9,-8.4,-0.4,1.08
Cc1c(C(=O)Nc2cc(S(=O)(=O)N3CCOCC3)ccc2N2CCN(C)CC2)oc2ccccc12,4.0,0.96,7.6,2.0,-1.6,0.4,13.2,-5.8,0.868
CC1CCCN(CCCNS(=O)(=O)c2cc(Br)cc3c2N(C(=O)C2CC2)CC3)C1 (stereo unspecified),-2.8,1.03,-2.4,-13.4,0.3,-0.4,-11.0,-1.8,1.11
Cc1cccc(NS(=O)(=O)c2cc3c4c(c2)CCN4C(=O)CC3)c1C,2.9,0.971,-1.1,-6.6,1.8,0.0,2.6,1.8,0.974
COc1ccc(CCN2CC(C(=O)NCc3ccccc3)CCC2=O)cc1 (stereo unspecified),0.1,0.999,-2.8,-2.6,-2.4,-0.3,-22.9,-0.9,1.23
C=CCn1c(SCCN2CCCCC2)nc2c1c(=O)[nH]c(=O)n2C,-2.5,1.02,3.1,4.9,5.0,-1.8,-6.1,1.8,1.06
CC(=O)N/C(=C/c1ccccc1)c1ccccc1,4.8,0.952,-1.9,-4.6,-1.1,-0.7,0.5,-0.2,0.995
Cc1nc(-c2cccc(S(=O)(=O)N3CC(C)OC(C)C3)c2)cs1 (stereo unspecified),10.7,0.893,-2.2,-3.2,0.9,-2.5,0.6,-1.5,0.994
COCCNC(=O)c1cc2cc(Br)cc(OC)c2oc1=O,8.6,0.914,3.8,1.4,-1.1,-1.3,-13.2,3.1,1.13
CCOC(=O)c1cc2c(ccn2C)n1Cc1ccccc1Cl,-4.7,1.05,3.9,-2.6,2.5,1.0,-19.6,-2.5,1.2
O=C(NCCS(=O)(=O)N1CCCCC1)c1ccccc1,4.2,0.958,-4.0,-11.2,1.4,-1.3,16.1,7.2,0.839
COc1ccc(NC2CCCN(C(=O)c3ccccc3N3CCOCC3)C2)cc1OC (stereo unspecified),3.4,0.966,-1.6,0.0,-2.5,-0.6,10.0,-0.5,0.9
CC(Oc1ccc(Cl)cc1Cl)C(=O)Nc1cccc(O)c1 (stereo unspecified),-6.1,1.06,-4.3,-6.4,-0.4,0.0,10.7,3.3,0.893
O=S(=O)(c1ccccc1)N1CCN(c2ncccn2)CC1,-0.9,1.01,0.8,-2.7,-1.5,-3.3,-29.1,-1.1,1.29
CCN(CC)CCN1C(=O)C(=O)/C(=C(/O)c2ccc(OC)c(OC)c2)C1c1ccccn1 (stereo unspecified),-2.4,1.02,-3.6,-4.4,-2.1,-1.3,-6.5,-2.4,1.06
CCCCn1c(N)c(N(CC(C)C)C(=O)c2cccc(-n3cnnn3)c2)c(=O)[nH]c1=O,-0.6,1.01,16.6,10.5,1.0,-1.3,3.2,4.2,0.968
O=C1[C@H]2[C@@H](c3ccc(F)cc3)N3C(=O)N(c4cccc(Br)c4)C(=O)[C@@]3(Cc3ccc(Cl)cc3)[C@H]2C(=O)N1C1CCCCC1,-22.7,1.23,-5.8,-4.6,9.6,0.5,11.5,-7.4,0.885
CCc1ccc(OCC(=O)NCCc2ccc3c(c2)OCCO3)cc1,-6.0,1.06,-0.7,-2.8,-1.2,-2.4,-3.3,-1.8,1.03
O=C(NCCC(=O)N1CCN(c2cccc(Cl)c2)CC1)c1ccc(Br)cc1,10.6,0.894,0.9,5.6,-0.3,0.5,-0.7,-1.8,1.01
COc1ccc(Cn2cnc3sccc3c2=O)cc1,1.4,0.986,3.5,-1.5,2.6,-2.0,6.0,4.1,0.94
CCc1ccccc1N/N=C(/C)c1c(O)cc(C)oc1=O,7.5,0.925,0.8,-0.4,-1.5,0.6,7.7,0.1,0.923
COCCN(C(=O)COC(=O)c1ccccc1Nc1ccccc1)c1c(N)n(Cc2ccccc2)c(=O)[nH]c1=O,-0.3,1,-3.1,-8.9,19.5*,-2.1,-3.5,0.7,1.03
CC(C)c1ccc2oc3nc(N)c(C(=O)O)cc3c(=O)c2c1,-1.4,1.01,1.0,-3.2,·,·,-2.5,-7.9,1.02
CC(=O)Oc1ccc(C#C/C=C2\c3ccccc3C(=O)N2c2ccccc2)cc1,4.1,0.959,0.3,-4.3,-5.2,3.4,-8.3,-6.2,1.08
O=C(CSCc1ccc(Cl)cc1)N1CCCCC1,-1.2,1.01,-4.4,-5.7,0.2,-2.2,9.2,-0.4,0.908
COC(=O)COc1ccc(NC(=O)C2CCCO2)cc1 (stereo unspecified),-6.3,1.06,1.1,0.2,-18.3,-1.8,2.6,-2.0,0.974
COCc1cc(CN2CCCC(C(=O)c3cccc(C(F)(F)F)c3)C2)ccc1OC (stereo unspecified),5.9,0.941,-2.7,-4.0,-1.8,-2.6,-4.0,-2.7,1.04
O=C(c1cc(-c2ccc(Cl)cc2Cl)on1)N1CCCCCC1,1.3,0.987,1.2,-3.3,-2.4,-0.2,12.1,0.0,0.879
c1cc(CCCc2ccncc2)ccn1,6.2,0.938,-1.0,-2.6,-1.6,0.2,16.0,5.9,0.84
COC(=O)c1ccccc1NC(=O)NCc1ccc2c(c1)OCO2,-4.9,1.05,3.7,0.3,-0.6,-1.4,19.8,-0.4,0.802
Cc1nn(Cc2ccc(Cl)cc2)c(C)c1NC(=O)CCCn1nc([N+](=O)[O-])c(Cl)c1C,-0.2,1,-6.6,-5.6,-1.9,0.4,-5.5,-2.6,1.05
CC(C)(CNC(=O)c1cc([N+](=O)[O-])ccc1N1CCC(Cc2ccccc2)CC1)N1CCOCC1,12.2,0.878,1.4,-5.7,-1.0,-0.5,16.0,-7.4,0.84
CCOC(=O)N1CCN(C(=O)c2cc3cc(F)ccc3[nH]2)CC1,-5.6,1.06,1.9,3.4,-2.7,-0.3,6.2,1.3,0.938
CC1Oc2ccccc2N(CC(=O)c2cccc(Cl)c2)C1=O (stereo unspecified),10.6,0.894,-2.3,-3.2,0.0,1.7,0.5,0.8,0.995
